TWEAK Fn14 block – inhibitors of TWEAK-Fn14 signaling, primary screen, luciferase reporter cells, uHTS; 2% of 360,000 active; inhibition, % at 10 µM; TWEAK-stimulated Fn14 reporter cells, luciferase luminescence, 8 h; AID 1159606, 2016; in the data active = inhibition above about 50%
TRAIL sens C8 – viability loss with TRAIL in NB7+C8 cells, primary screen, TRAIL sensitizer project, cell-based, ATPlite luminescence; 1% of 360,000 active; inhibition (viability loss, TRAIL sensitization), % at 10 µM;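 active = compounds causing at least 50% loss of cell viability in the single-dose screen, relative to plate controls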
NCOA1 inh – SRC1 coactivator transcriptional activity inhibitors, primary screen, cell-based, luminescence. HEK293 GAL4-SRC1 luciferase reporter. 0.12% of 360,000 active. inhibition, % at 3.6 µM;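 active = inhibition above the campaign mean plus 3 SD, with each screening campaign given its own cutoff, cut at about 60% in these data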;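 also: 0% = DMSO treated cells and 100% = gossypol at 36 µM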
TLR9-MyD88 inh – inhibitors of TLR9-MyD88 association in cells, primary screen, cell-based, CHO, BLA complementation, fluorescence | inhibition, % at 4.98 µM | AID 504734, 2011 | CCF4 FRET ratio | 0.21% of 340,000 active;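 active = inhibition above the mean over all tested compounds plus 3 SD, cut at about 21% in these data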;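 also: 0% = DMSO only wells and 100% = clavulanate BLA inhibitor control wells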
COUP-TFII inh – NR2F2 transcriptional activity inhibitors, primary screen, cell-based, luciferase reporter, HEK293T, luminescence; 0.7% of 370,000 active; inhibition, % at 8.6 µM; HEK293T NGFI-A luciferase reporter; AID 686940, 2013; COUP transcription factor 2 (Homo sapiens), P24468;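 active = inhibition above a per-plate cutoff, mean inhibition of test wells between control levels plus 3 SD, cut at about 38% in these data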;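 also: cells cotransfected with COUP-TFII expression vector driving the NGFI-A reporter; 0% = median of COUP-TF2 test wells and 100% = reporter-only cells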
Target sequence (P24468 whole entry, looked up): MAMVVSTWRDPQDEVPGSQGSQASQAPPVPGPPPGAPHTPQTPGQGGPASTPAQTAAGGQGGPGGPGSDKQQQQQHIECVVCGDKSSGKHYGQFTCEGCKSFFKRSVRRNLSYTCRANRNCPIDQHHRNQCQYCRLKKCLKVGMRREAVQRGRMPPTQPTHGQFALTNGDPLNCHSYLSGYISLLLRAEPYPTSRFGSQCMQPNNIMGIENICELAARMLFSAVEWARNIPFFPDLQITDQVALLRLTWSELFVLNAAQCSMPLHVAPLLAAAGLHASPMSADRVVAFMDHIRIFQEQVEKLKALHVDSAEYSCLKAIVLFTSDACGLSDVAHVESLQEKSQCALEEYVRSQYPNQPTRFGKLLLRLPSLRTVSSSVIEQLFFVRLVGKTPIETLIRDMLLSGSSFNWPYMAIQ
NCOA2 inhibitor – inhibition of GAL4-SRC2 driven luciferase reporter, primary screen, SRC2 inhibitor project, cell-based, luminescence; inhibition, % at 9 µM; Nuclear receptor coactivator 2 (Homo sapiens), Q15596; HEK293 GAL4-SRC2 luciferase reporter; 0.17% of 370,000 active;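 active = inhibition above the mean inhibition of all tested compounds plus 3 SD, set per campaign, cut at about 52% in these data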;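 also: 0% = DMSO treated cells and 100% = cells given Gossypol at 36 µM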
LRH-1 inv ag – LRH-1 (NR5A2) inverse agonists, primary screen, cell-based, luminescence, HEK293T, StAR-luciferase reporter. inhibition, % at 3.6 µM. Nuclear receptor subfamily 5 group A member 2 (Homo sapiens), O00482. LRH-1 transfected, 24 h. 0.13% of 360,000 active;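 active = inhibition above the mean inhibition of all tested compounds plus 3 SD, cut at about 73% in these data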;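 also: 0% = DMSO wells and 100% = reporter-only cells lacking LRH-1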
Target sequence (O00482 whole entry, looked up): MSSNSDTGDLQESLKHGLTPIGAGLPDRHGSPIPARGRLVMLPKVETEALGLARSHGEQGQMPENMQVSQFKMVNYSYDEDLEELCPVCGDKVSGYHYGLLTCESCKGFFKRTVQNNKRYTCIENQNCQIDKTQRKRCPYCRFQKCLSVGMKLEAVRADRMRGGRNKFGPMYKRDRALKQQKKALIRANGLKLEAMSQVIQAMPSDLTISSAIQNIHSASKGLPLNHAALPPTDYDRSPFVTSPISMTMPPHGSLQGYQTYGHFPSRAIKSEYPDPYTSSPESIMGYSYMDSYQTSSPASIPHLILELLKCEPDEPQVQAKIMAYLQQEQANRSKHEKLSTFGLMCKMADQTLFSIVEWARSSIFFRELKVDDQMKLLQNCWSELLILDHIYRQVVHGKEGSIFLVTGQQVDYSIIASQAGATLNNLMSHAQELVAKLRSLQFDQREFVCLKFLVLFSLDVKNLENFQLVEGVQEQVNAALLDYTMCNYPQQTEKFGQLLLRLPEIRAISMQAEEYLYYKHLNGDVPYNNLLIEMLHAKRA
NOD2 RIPK2 PPI – NOD2-RIPK2 binding disruptors in cells, primary screen, fluorescence, CHO cells, BLA complementation; Receptor-interacting serine/threonine-protein kinase 2 (Homo sapiens), O43353; CCF4 ratio; inhibition, % at 4.98 µM; 0.38% of 360,000 active; in the data active = inhibition above about 21%;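 also: 0% = vehicle only and 100% = reference blocker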
TROY signal inh – inhibitors of TROY-driven NF-kB signaling, primary screen, Q293 LMP1-TROYcd cells, NF-kB luciferase, uHTS; 0.98% of 360,000 active; Q293 LMP1-TROYcd NF-kB luciferase reporter, 4 h; inhibition, % at 10 µM;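 active = compounds whose plate-normalised and pattern-corrected inhibition of the luciferase reporter signal at the single screening dose is 50% or more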
SRC3 inh – SRC3 coactivator transcriptional activity inhibitors, primary screen, cell-based, luminescence; HEK293 GAL4-SRC3 luciferase reporter; inhibition, % at 3.6 µM; 0.17% of 360,000 active; AID 588352, 2011;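 active = inhibition above a per-campaign cutoff, the mean of all compounds plus 3 SD, cut at about 60% in these data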;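 also: 0% = DMSO-treated cells and 100% = gossypol-treated cells at 36 µM; higher means less SRC3-driven luciferase light from the GAL4 reporter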
LMP1 NFkB inh – EBV LMP1-driven NF-kappaB luciferase reporter inhibitors, primary screen, cell-based, luminescence, single point. LMP1-induced NF-kappaB luciferase reporter cells. inhibition, % at 12.5 µM. 0.69% of 350,000 active; in the data active = inhibition above about 41%; inconclusive = no clear call, values can overlap the other calls;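 also: 0% = neutral control wells and 100% = reference inhibitor control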
* marks the source's active call; other numbers are inactive results; ? = inconclusive; . = no result given.

SMILES | TWEAK Fn14 block | TRAIL sens C8 | NCOA1 inh | TLR9-MyD88 inh | COUP-TFII inh | NCOA2 inhibitor | LRH-1 inv ag | NOD2 RIPK2 PPI | TROY signal inh | SRC3 inh | LMP1 NFkB inh
Cc1cc(-c2ccc(C)c(S(=O)(=O)NCCCN3CCCCCC3)c2)on1 | -5 | -8 | -25 | -3 | -11 | -3 | -6 | -4 | 9 | -5 | -6
NC(=O)COC(=O)C1c2ccccc2Oc2ccccc21 | 16 | 8 | 4 | -3 | -7 | 1 | 7 | -1 | -8 | -4 | 3
Cn1c(CC2C(=O)Nc3ccc(Br)cc32)nc2ccccc2c1=O (configuration not stated) | 34 | -2 | -13 | 4 | 2 | 21 | 5 | -16 | 24 | 4 | -17
CCOc1ccc(N2C(=O)CC(SCC(=O)O)C2=O)cc1 (configuration not stated) | 12 | -4 | 3 | 9 | 10 | 6 | 7 | 6 | 2 | 5 | 2
C[C@@H]1CCC[C@@]2(O[C@@H](CCO)C[C@@H](O)[C@@H]2O)O1 | 15 | -1 | -11 | -8 | 2 | -20 | 11 | 1 | 2 | -6 | 10
Cc1ccc(S(=O)(=O)Nc2ccc(Br)cc2/C=N/n2cnnc2)cc1 | 32 | -6 | -3 | 4 | -11 | -10 | 14 | 6 | 31 | -2 | -5
CCCC(=O)Nc1cc2c3c(c1)CC(=O)N3CCC2 | 0 | 3 | 9 | 3 | 17 | 2 | -7 | -4 | -14 | 9 | -7
Cn1c(=O)c2c(nc(-n3ccnc3)n2Cc2ccccc2)n(C)c1=O | 10 | 9 | 10 | 1 | 24 | -3 | -26 | 8 | 15 | 7 | -1
COC(=O)c1ccc(C)c(NC(=O)CCn2[nH]c(=O)ccc2=O)c1 | 18 | -6 | -4 | -2 | -12 | -15 | 3 | -4 | 1 | 0 | 8
COc1ccc(CN2C(=O)C(CC(=O)NCc3cccc4ccccc34)CC(C(=O)N(C)C)=C2C)cc1 (configuration not stated) | 7 | -5 | -10 | -5 | 0 | -29 | -5 | 2 | -10 | -12 | -3
CCC(=O)Oc1ccc(NC(=O)c2ccc(S(=O)(=O)N3CCCC3)cc2)cc1 | -2 | 11 | 2 | 8 | -5 | -22 | -8 | 1 | 18 | -2 | 13
COc1cc(N/C=C(\C(C)=O)c2ccccc2)cc(OC)c1 | -18 | -20 | -2 | 0 | . | . | 3 | 6 | 3 | 22 | -4
CC(C)C(NC(=O)C1CCCCC1)C(=O)Nc1ccncc1 (configuration not stated) | 2 | 0 | -4 | 2 | -25 | -10 | 0 | -2 | -3 | 2 | -7
CCC(C)(C)NC(=O)Cn1c(=O)oc2cc(S(=O)(=O)N3CC(C)CC(C)C3)ccc21 (configuration not stated) | 6 | 11 | -5 | 1 | -6 | 12 | 6 | 1 | -23 | -25 | -3
COCCNC(=O)CN1c2ccccc2CC1C (configuration not stated) | -2 | 7 | -8 | -15 | 22 | 23 | -9 | 3 | 6 | 17 | -2
COc1cccc(C(C)NC(=O)C2CCCO2)c1 (configuration not stated) | -4 | -11 | 8 | 3 | -12 | -2 | 15 | 6 | -7 | 7 | 2
O=C(COC(=O)c1ccc(NS(=O)(=O)c2cccs2)cc1O)NC1CCCCC1 | -1 | -1 | -34 | 4 | -13 | -9 | -5 | -1 | 8 | 10 | 1
COC(=O)CSc1nc(C(C)C)nc2ccccc12 | 20 | -14 | 4 | -15 | 4 | 1 | 2 | 6 | 16 | -9 | 7
COc1cc[n+]([O-])cc1[N+](=O)[O-] | 19 | -8 | 11 | 4 | -5 | -13 | 4 | -3 | 0 | 5 | 13
COc1ccccc1CNC(=O)CN1C(=O)NC2(CCCCCC2)C1=O | 19 | -3 | -11 | -7 | -18 | 0 | -6 | -8 | 3 | -10 | -4

An excerpt of these results, in CSV form:
Compound,TWEAK Fn14 block,TRAIL sens C8,NCOA1 inh,TLR9-MyD88 inh,COUP-TFII inh,NCOA2 inhibitor,LRH-1 inv ag,NOD2 RIPK2 PPI,TROY signal inh,SRC3 inh,LMP1 NFkB inh
CC(C)C(NC(=O)C1CCCCC1)C(=O)Nc1ccncc1 (configuration not stated),2,0,-4,2,-25,-10,0,-2,-3,2,-7
CCC(C)(C)NC(=O)Cn1c(=O)oc2cc(S(=O)(=O)N3CC(C)CC(C)C3)ccc21 (configuration not stated),6,11,-5,1,-6,12,6,1,-23,-25,-3
COCCNC(=O)CN1c2ccccc2CC1C (configuration not stated),-2,7,-8,-15,22,23,-9,3,6,17,-2
COc1cccc(C(C)NC(=O)C2CCCO2)c1 (configuration not stated),-4,-11,8,3,-12,-2,15,6,-7,7,2

The list goes on.
SMILES | TWEAK Fn14 block | TRAIL sens C8 | NCOA1 inh | TLR9-MyD88 inh | COUP-TFII inh | NCOA2 inhibitor | LRH-1 inv ag | NOD2 RIPK2 PPI | TROY signal inh | SRC3 inh | LMP1 NFkB inh
COc1ccc([N+](=O)[O-])cc1NC(=O)c1ccccc1SC | 4 | -12 | -18 | -6 | -5 | -6 | -7 | 5 | -3 | 16 | 3
CC(=O)Nc1ccc(OS(=O)(=O)c2ccc(C)cc2C)cc1 | -20 | 6 | 2 | 0 | -23 | -21 | 0 | -8 | -7 | 13 | -10
CCn1c(/C=C/c2ccccc2)nc2ccccc2c1=O | -2 | 1 | -12 | 10 | 3 | -91 | 2 | -7 | -10 | 3 | 7
O=C(NCc1ccccn1)c1cc2c(ccc3ccccc32)oc1=O | -17 | -5 | 22 | -1 | -5 | 8 | 4 | -14 | -2 | -9 | 4
CC1CCCC(NC(=O)COC(=O)CSc2ccc3ccccc3c2)C1C (configuration not stated) | 25 | -7 | -4 | 13 | 17 | -2 | -6 | -7 | 21 | -5 | 2
O=C(CN1C(=O)NC2(CCCCCC2)C1=O)c1ccc(F)cc1 | -7 | 7 | -4 | 8 | -17 | -13 | -21 | 1 | -9 | -34 | 6
OCC1(Cc2ccccc2F)CCCN(CCc2ccccc2)C1 (configuration not stated) | -22 | -1 | -5 | -10 | 1 | -5 | 2 | 1 | 12 | -9 | 2
O=C(NN1C(=O)/C(=C\c2cccnc2)SC1=S)c1ccco1 | -25 | 4 | -2 | 0 | 15 | -8 | 14 | 1 | 11 | 18 | 3
O=C1C2C3C=CC(C3)C2S(=O)(=O)C2C3C=CC(C3)C12 (configuration not stated) | -12 | -23 | -1 | -8 | -1 | -19 | 2 | 7 | 2 | -4 | 6
CC1CN(c2sc(S(C)(=O)=O)nc2S(=O)(=O)c2ccc(Cl)cc2)CC(C)O1 (configuration not stated) | 57* | 3 | 1 | 2 | 15 | -4 | 11 | 3 | 20 | 10 | 4
COc1cccc(/C=C/C(=O)N2CCN(c3ccccn3)CC2)c1 | -4 | 2 | 4 | 7 | 4 | -18 | 5 | 5 | -53 | 17 | -6
Cc1scc(C(=O)NNC(=S)NCc2ccccc2)c1C | -5 | -9 | -18 | 4 | 9 | -3 | -18 | -6 | -19 | 13 | 2
CCCC(=O)Nc1ccc(NC(=O)c2ccccc2F)cn1 | -23 | 4 | -14 | -8 | -2 | -35 | -44 | 2 | -39 | -37 | -3
CCOC(=O)C1=C(COC(=O)c2ccc(Br)o2)NC(=O)NC1C (configuration not stated) | 1 | 2 | -26 | -4 | -21 | -25 | -3 | -9 | 1 | 3 | 4
CCOc1ccc(CNC(=O)C2CCC(=O)N2C2CCCC2)cc1OC (configuration not stated) | -7 | 3 | 0 | -6 | 2 | -8 | -10 | 1 | 5 | 12 | -1
CC(=O)Nc1c(C)nn(-c2ccc([N+](=O)[O-])cc2)c1C | 3 | -14 | -28 | -1 | 4 | -10 | -1 | 5 | 14 | 9 | -7
Oc1c(Cl)cc(Cl)cc1/C=N/NC(=S)NC1CC2C=CC1C2 (configuration not stated) | -16 | 5 | -3 | 24* | 13 | -19 | -3 | 49* | 4 | 21 | 17
Cc1cccc(NC(=S)N(CCN(C)C)C(C)c2ccccn2)c1 (configuration not stated) | 26 | -11 | -2 | 0 | 6 | -4 | -6 | -10 | -21 | 9 | -4
Cn1cc(CC(=O)NCCCN2CCCC2)c2ccccc21 | -2 | 5 | 9 | 7 | -4 | -9 | -16 | -5 | -4 | -11 | ?
O=C(O)/C=C/c1cn(-c2ccccc2)nc1-c1cc2ccccc2o1 | -13 | -25 | -10 | -2 | -19 | 12 | -4 | -8 | -18 | 4 | -10
CC(=O)Nc1ccc(NC(=O)C2CCCN2C(=O)NC2CCCCC2)cc1 (configuration not stated) | 3 | 0 | -6 | 8 | 13 | -4 | 11 | 5 | -9 | 2 | -1
N#C/C(=C\c1ccccc1)C(=O)Nc1cc(S(=O)(=O)N2CCOCC2)ccc1N1CCCC1 | 49 | -3 | -4 | -8 | 11 | 5 | -16 | -5 | 28 | 7 | 13
O=C(c1ccc(N2CCOCC2)c([N+](=O)[O-])c1)N1CCN(c2ccccc2)CC1 | 1 | 7 | -3 | -3 | -9 | -5 | 2 | -6 | -16 | 5 | 6
CN(C)c1ccc(CNn2cnnc2)cc1 | -9 | -12 | 7 | 3 | 17 | 12 | 20 | -13 | 12 | 17 | -4
COC(=O)C(Cc1ccc(O)cc1)NC(=O)CCNC(=O)c1ccco1 (configuration not stated) | 1 | -7 | 1 | -5 | 0 | -21 | 1 | -2 | 5 | -18 | -8
O=C(Nc1ccc(O)cc1)C1CCCN1S(=O)(=O)c1ccc(F)cc1 (configuration not stated) | 14 | -15 | -10 | 0 | -17 | -1 | 2 | -6 | 10 | -6 | -19
CCn1c(NC(=O)c2cccs2)c(-c2cccs2)c(=O)c2ccccc21 | 14 | 9 | 0 | -8 | 4 | 9 | -25 | -4 | 9 | 7 | 1
CCNC(=S)NNC(=O)CCn1c2ccccc2c2ccccc21 | 0 | 11 | 9 | -1 | 11 | 14 | 3 | 3 | 7 | 10 | -2
CCN1C(=O)[C@H]2[C@@H](c3ccc(-c4ccc(OC)cc4)cc3)N[C@@](CC(C)C)(C(=O)OC)[C@H]2C1=O | 15 | -19 | -20 | -5 | 7 | 7 | 7 | -3 | -1 | 1 | -4
Cc1ccc(NC(=O)CNC(=O)c2sc3ccccc3c2Cl)nc1 | -46 | -15 | -61 | -4 | -22 | -69 | 7 | -8 | -12 | -7 | 1
COc1ccc(/C(O)=C2/C(=O)C(=O)N(c3nc(C)c(C)s3)C2c2ccco2)cc1 (configuration not stated) | 15 | -10 | 3 | -2 | 2 | 4 | -9 | -6 | -21 | -3 | -1
CCOC1=C2CN(S(=O)(=O)c3ccc(C)cc3)C(c3ccccc3)CC2N(S(=O)(=O)c2ccc(C)cc2)C(c2ccc(Br)cc2)C1 (configuration not stated) | . | 10 | . | . | -9 | -2 | -15 | -10 | . | . | .
Clc1ccc(Nc2nc(-c3cccs3)cs2)nc1 | 6 | 16 | -109 | 4 | -43 | -27 | -110 | -4 | -10 | -88 | 5

An excerpt; the hit share may differ from the screen's.
